From PubChem BioAssay
Tau filament bind – binders of human tau filaments | recombinant tau filaments, thioflavin S fluorescence, 15 h; filaments grown with octadecylsulfate alongside compound | Potency, µM (doses to about 57.1 µM), inactives show at the top dose activity change, negative = inhibition | 71,000 tested, 2% active | AID 596;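 also: potency is read from the fitted curve at half-maximal effect; % is scaled to controls: 0 for no effect and ±100 for the full control effect; actives lower thioflavin S fluorescence by blocking filaments or displacing dye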
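Recombinant tau protein (human, 1 uM final) plus 30 uM ODS in HEPES pH 7.4 with NaCl, DTT and thioflavine S. Compound present from the start; fluorescence at 510 nm after 15 h, 37 C.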
BRCT PPI red – disrupts BRCA1 BRCT binding to phosphoprotein, red fluorophore readout; BRCT-phosphopeptide binding, red fluorescence polarization; Potency, µM (series often up to 76.9 µM), for inactives: top-dose activity change, negative = inhibition, usual class: inhibitors; 75,000 tested, 0.03% active; AID 892; also: % is scaled to controls: 0 for no effect and ±100 for the full control effect
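Rhodamine-labelled pBACH1 10-mer (100 nM) bound to BRCT domain (100 nM) at pH 7.3; compounds incubated 12 min room temperature, polarization read. Free peptide defines full inhibition; unlabelled decapeptide titrated as control.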
BRCT PPI green – inhibitors of human BRCA1 BRCT-phosphoprotein interaction (green fluorophore) | P38398 | BRCA1 BRCT-phosphopeptide binding, green fluorescence polarization | Potency, µM (highest dose often 76.9 µM), inactives show at the highest dose activity change, negative = inhibition, actives largely listed as inhibitors | 75,000 tested, 0.05% active | AID 875;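 also: potency is read from the fitted curve at half-maximal effect; plate controls were peptide without protein for full effect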
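Compounds were incubated for 12 min at room temperature with a complex of 100 nM fluorescein-tagged pBACH1 decapeptide and 250 nM His-tagged BRCT protein. Buffer was phosphate pH 7.3 with EDTA, DTT and Tween 20. Disruption of binding lowers the polarization signal.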
Luciferase inh – inhibitors of firefly luciferase | P08659 | purified firefly luciferase, luminescence, 8 min | Potency, µM (top dose mostly 57.1 µM), inactives show at the highest dose activity change, negative = inhibition, hits mostly inhibitors | 72,000 tested, 2.2% active; also: potency is read from the fitted curve at half-maximal effect; % is scaled to controls: 0 for no effect and ±100 for the full control effect; nearly all actives have a fitted effect of over 40% in size
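Substrate buffer containing 10 uM ATP (pH 7.2 imidazole, Mg2+, KCl, detergent, BSA) is dispensed, compound pinned in, then luciferase/luciferin detector mix added. After 8 min at ambient temperature, light output is measured.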
Caspase-7 inhib – allosteric or competitive inhibitors of human caspase-7; Potency, µM (doses to about 57.5 µM), inactives show at the highest dose activity change, negative = inhibition, usual class: inhibitors; P55210; AID 889; recombinant caspase-7, Ac-DEVD-AFC fluorescence rate; 75,000 tested, 0.02% active; active = well fitted inhibition curve with a large enough effect in the main read-out, with a control signal flat, not every such curve was filed as active; inconclusive = small, poorly fitted or top-dose-only effect, or a change in a side signal; also: potency is read from the fitted curve at half-maximal effect; % of control where 0% means no effect
A350 autofl – compound fluoresces in the Alexa 350 spectral region; Compound autofluorescence, 340/450 nm, Alexa 350 dye-equivalents; hits give high values; max dye-equivalent concentration, M; 59,000 tested, 11% active; in the data active = max dye-equivalent concentration above about 10 nM; inconclusive = mostly about 1.1 nM to 9.6 nM
ERK AVP block – vasopressin-driven ERK pathway inhibition | HEK293-V1b, vasopressin-stimulated pERK AlphaScreen | Potency, µM (highest dose often 57.5 µM), inactives show at the highest dose activity, negative = inhibition, hits mostly inhibitors | 72,000 tested, 0.99% active; also: potency is read from the fitted curve at half-maximal effect; % is scaled to controls: 0 for no effect and ±100 for the full control effect; nearly all actives have a fitted effect of over 55% in size
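HEK293 cells stably expressing V1b receptor, seeded overnight in 1% FBS, were treated with compounds for 30 min at 37C, then stimulated 5 min with 25 nM vasopressin; phospho-ERK read by AlphaScreen SureFire after lysis.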
CRE-bla Fsk – modulators of forskolin-stimulated CRE signaling in CHO cells. CHO CRE-bla reporter (cAMP response element driving beta-lactamase), forskolin EC10, beta-lactamase ratio. Potency, µM (titrated, usually from 38.2 µM), for the others: at the top dose activity change, negative = inhibition, actives largely listed as activators. 71,000 tested, 2.5% active; active = well fitted activation curve with a large enough effect in the signal ratio, with a control signal flat, not every such curve was filed as active; inconclusive = small, poorly fitted or top-dose-only effect, or effect the other way, or a change in a side signal; the % refers to the signal ratio; also: potency is read from the fitted curve at half-maximal effect; % of control where 0% means no effect
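Titrated compounds plus EC10 NKH 477 on CHO CRE-bla cells, 3 h, 37 °C. CCF4, 2 h RT. Ratio 460/530 nm → AC50.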
Casp1 inh – blocks human caspase-1 allosterically or competitively. Potency, µM (highest dose often 57.5 µM), without a hit: top-dose activity change, negative = inhibition, hits mostly inhibitors. Caspase-1 enzyme, Ac-WEHD-AFC fluorogenic rate. AID 900. P29466. 75,000 tested, 0.03% active;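 also: potency is read from the fitted curve at half-maximal effect; plate controls were vehicle for no effect and no substrate for full effect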
HEK293 cAMP cs – raises cAMP in parental HEK293 cells, TSHR agonist counter-screen. AID 938. 73,000 tested, 2.5% active. Potency, µM (series often up to 57.1 µM), without a hit: at the top dose activation, most hits filed as activators. parental HEK293 CNG cAMP sensor, membrane potential fluorescence; also: potency is read from the fitted curve at half-maximal effect; % of control where 0% means no effect; nearly all actives have a fitted effect of over 55% in size
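Parental HEK 293 cells stably expressing a modified CNG channel (no TSHR) report cAMP rise as membrane depolarization. Membrane potential dye with 100 uM RO 20-1724 was loaded for 60 min at room temperature, then compound added for 30 min; fluorescence read at 590 nm.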
USP2a inhib – USP2a (human) protease inhibition | O75604 | 60,000 tested, 0.1% active | Potency, µM (series often up to 38.3 µM), for inactives: at the top dose activity change, negative = inhibition, hits mostly inhibitors | USP2a enzymatic assay, qHTS inhibition | AID 927;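 also: potency is read from the fitted curve at half-maximal effect; nearly all actives have a fitted effect of over 60% in size; plate controls were DMSO for no effect and NEM full inhibition control for full effect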
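Inhibition is measured in a cell-free coupled assay with 20 nM USP2 core, 20 nM Ub-PLA2 and 20 uM NBD C6-HPC, 2.5 h incubation. Activity normalized to NEM control.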
* hit, by the source's call; i = inactive; u = inconclusive; x = not tested or not shown; [ ] = remark or other dose. Unless noted, calls follow the shape of the dose curve; as a rule, active = well fitted curve in the direction sought with a large enough effect; inconclusive = small, poorly fitted or top-dose-only effect, or another doubt; inactive = no such curve, though single readings can be large; an effect the other way counts as inactive or inconclusive.

Below each compound – BRCT PPI green | A350 autofl | Luciferase inh | Caspase-7 inhib | USP2a inhib | CRE-bla Fsk | Casp1 inh | Tau filament bind | HEK293 cAMP cs | ERK AVP block | BRCT PPI red
- CC(C)(C)NC(=O)C1N(c2cccnc2)C(=O)C2C(C(=O)Nc3ccccc3)C3(C)C=CC21O3 (stereo unspecified)
 : -1.5% | i | -1.2% | 0.7% | 5.4% | -4.2% | 1.0% | -7.1% | 6.5% | -10.7% | 0.7%
- COCCCNC(=O)Cn1ncc2c(=O)oc3ccccc3c21
 : -2.9% | i | 1.0% | -4.4% | 2.0% | -0.2% | -0.8% | 6.3% | -0.6% | -4.7% | -1.0%
- CC1CCCN(S(=O)(=O)c2ccc(S(=O)(=O)N3CCCN(Cc4ccccc4)C3)cc2)C1 (stereo unspecified)
 : -1.2% | u | -0.3% | -0.1% | -1.5% | -2.0% | -0.4% | -0.3% | 7.9% | -23.9% | 0.4%
- CN(C)S(=O)(=O)c1cccc(C(=O)NCc2ccco2)c1
 : -5.4% | i | -1.0% | 0.3% | x | 6.3% | -0.6% | 3.8% | 13.7% | -10.0% | -1.3%
- CCCSC1=N/C(=C\C=C\c2ccco2)C(=O)S1
 : -10.3% | x | -3.3% | u | u | -6.9% | u | 2µM* | 12.8% | -29.4% | -29.8%
- NCCCCCc1nnc(SCC(=O)Nc2cccc(Cl)c2)o1
 : 0.2% | u | 0.1% | -1.1% | 1.6% | u | -2.6% | 5.7% | 3.6% | -10.0% | 0.6%
- COc1ccc(NC(=O)Cn2nc(C(F)(F)F)c3c2CCCC3)c(OC)c1
 : -2.3% | 1.28e-08M* | 0.1% | 0.3% | -9.5% | 3.8% | -1.0% | 8.4% | u | 22.8% | 0.3%
- COc1cccc(-n2c(Cc3cc(=O)[nH]c(=O)[nH]3)nnc2SCc2cccnc2)c1
 : -1.3% | x | 3.0% | 0.2% | x | -3.7% | 2.1% | -0.7% | 3.7% | -11.1% | -0.1%
- COC(=O)[C@@H]1C[C@@]2(O)[C@H](O)[C@H](O)[C@H](O)C[C@H]2N1Cc1cccc2ccccc12
 : 0.4% | x | x | -0.1% | x | x | -1.5% | x | x | -5.3% | 0.3%
- COCCn1nnnc1C(C(C)C)N(Cc1cccnc1)Cc1cc2cc(OC)ccc2[nH]c1=O (stereo unspecified)
 : -7.4% | 3.11e-07M* | -3.4% | -1.8% | 152.4%[activator] | u | 2.0% | 168.8% | u | -4.5% | -1.4%
- COc1ccc(N=C2SCC(=O)N2c2ccc(OC)cc2)cc1
 : -1.3% | i | 0.9% | 2.6% | -2.0% | 1.0% | 0.8% | -3.7% | 8.1% | 25.5% | 0.2%
- CCn1c(=O)cc(SCC(=O)NCc2cccnc2)c2ccccc21
 : -0.7% | u | 3.5% | -2.7% | 4.8% | 4.5% | 0.0% | 15.6% | u | -6.5% | -2.3%
- CCOc1ccc(NC(=O)Nc2ccc3nccnc3c2)cc1
 : -2.4% | x | -21.8% | -2.2% | 16.8% | -4.7% | -0.8% | 25.1µM* | -0.8% | -4.8% | 0.3%
- Nc1ccc(N2CCOCC2)c(Cl)c1
 : -0.8% | i | 0.0% | -1.8% | 3.1% | -9.0% | 2.8% | u | 6.0% | 0.3% | -0.5%
- Cn1c(=O)c2c(nc(NCCc3ccccc3)n2CC(=O)NCCc2ccccc2)n(C)c1=O
 : -2.0% | i | -0.8% | -0.5% | 0.2% | -4.4% | -0.5% | 16.0% | -2.7% | 23.8% | 1.6%
- C=CCn1c(Cc2nc3ccc(Cl)cc3[nH]2)n[nH]c1=S
 : -0.9% | i | -2.0% | -3.3% | 2.3% | 0.7% | -4.8% | -13.5% | -1.8% | -12.3% | 0.1%
- CSc1nc(-c2ccco2)nn1C(=O)Cc1ccccc1
 : -3.2% | i | -1.4% | 1.1% | -10.2% | 1.5% | -1.7% | 2.2% | 4.7% | -11.8% | 0.6%
- CCOc1ccc(S(=O)(=O)Nc2cc(Cl)ccc2O)cc1
 : -2.8% | i | -1.8% | -2.7% | 10.8% | 13.3% | -0.2% | -3.8% | -11.7% | -6.2% | -0.1%
- Cc1noc(C)c1-c1ccc2ncnc(NCc3cccs3)c2c1
 : 9.3% | i | -0.7%[2.29 µM] | u | 76.0%[activator] | u | -1.0% | -5.4% | u | 8.2% | 0.2%
- COc1ccc(N2CCN(C(=O)CC(NC(N)=O)c3cccc(Oc4ccccc4)c3)CC2)cc1 (stereo unspecified)
 : -1.1% | u | 2.4% | 7.2% | 22.3% | u | -2.4% | -17.9% | -7.1% | -3.0% | 0.3%
- C[N+](C)(N)Cc1csc(-c2ccc(Cl)cc2)n1
 : -0.7%[15.4 µM] | i | 5.2%[11.4 µM] | 0.4%[11.5 µM] | x | 0.9%[7.6 µM] | -2.7%[11.5 µM] | 19.0%[11.4 µM] | 0.7%[11.4 µM] | 7.3%[11.5 µM] | -0.5%[15.4 µM]
- COc1cccc(CSc2nc3sc(C)c(C)c3c(=O)n2Cc2ccco2)c1
 : 2.5% | i | 2.2% | -0.7% | -0.6% | -4.7% | 2.0% | 52.8% | 18.6% | 59.2%[activator] | 1.0%
- Cc1ccccc1-c1n[nH]c(=S)o1
 : -3.1% | i | 3.8% | 0.7% | 6.5% | -6.9% | 0.2% | -12.2% | 16.2% | -4.5% | 0.8%
- CCC1(C)N(O)C(C)(C)C(c2ccc(OC)cc2)=[N+]1[O-] (stereo unspecified)
 : -3.1% | x | 0.5% | 1.1% | 1.2% | 1.0% | 0.1% | -7.8% | u | -16.8% | -0.3%
- Cc1ccc2c(CC(=O)O)coc2c1
 : 0.3% | x | 4.5% | -6.3% | -0.8% | 0.6% | -1.2% | 12.1% | 29.8% | -10.4% | -0.6%
- COc1ccccc1-n1cnc2cc(C(=O)NCCCN3CCOCC3)ccc21
 : 0.2% | i | -0.7% | -2.4% | -1.5% | -0.5% | -1.6% | -10.5% | -0.9% | -20.7% | -1.2%
- O=C(CCNc1cc(Cl)cc(Cl)c1)c1ccco1
 : -0.2% | i | 1.7% | -2.2% | -12.1% | -7.1% | -1.1% | -9.4% | 21.9% | -17.1% | -0.6%
- CC1CCCC(C)N1C(=O)Nc1cccc(Cl)c1 (stereo unspecified)
 : -0.6% | x | 0.2% | -0.2% | 5.8% | -4.6% | -2.4% | -17.3% | -1.7% | 15.1% | -0.6%
- Cc1ccc(-c2nnc(SCC(=O)N3CCCc4ccccc43)n2N)cc1
 : -1.2% | i | -1.8% | 8.6% | 0.2% | -13.9% | 2.9% | 2.4% | 5.1% | 0.9% | 0.7%
- COc1c2c(c3c(c1CCC(=O)O)OC(C)(C)C=C3)OC(C)(C)C=C2
 : -0.7%[15.4 µM] | i | 1.3%[11.4 µM] | 1.0%[11.5 µM] | x | 5.2%[7.6 µM] | -3.7%[11.5 µM] | -2.3%[11.4 µM] | -6.0%[11.4 µM] | 28.5%[11.5 µM] | 2.2%[15.4 µM]
- Cn1c(SCC(=O)N2c3ccccc3Sc3ccc(Cl)cc32)nnc1-c1ccco1
 : 2.3% | i | -0.1% | 2.6% | x | u | -1.6% | 5.5% | u | -2.4% | -0.5%
- Cc1ccc2c(c1)N(Cc1ccc3c(c1)OCO3)C(=O)C(C)O2 (stereo unspecified)
 : 2.4% | i | -1.4% | -1.1% | -10.9% | 17.7% | -2.6% | 10.8% | u | 0.3% | 0.1%
- COc1cccc(C2/C(=C(\O)c3c(C)nc4c(C)cccn34)C(=O)C(=O)N2CCCN(C)C)c1 (stereo unspecified)
 : -0.2% | i | 0.2% | -2.2% | -15.0% | -6.7% | -0.9% | -6.1% | 0.2% | -5.5% | 0.3%
- C=CCn1c(SCC(=O)NCc2ccco2)nc2sc3c(c2c1=O)CCC3
 : -0.5% | x | 0.8% | -3.0% | 3.5% | u | -3.6% | 112.3% | u | u | -1.2%
- Cc1nc2cccc(C(=O)NCc3ccccc3)c2o1
 : -1.3% | i | 1.6% | -1.3% | 17.2% | u | -0.4% | u | -2.3% | 24.9% | -0.1%
- CCOc1ccccc1N(CC(=O)O)S(=O)(=O)c1ccc(C)cc1
 : 1.4% | i | -0.8% | 0.0% | -1.1% | -4.7% | 0.9% | 8.1% | u | 5.1% | 1.0%
- CCCCc1[nH]nc2c1C1(C(=O)N(CC)c3ccccc31)C(C#N)=C(N)O2 (stereo unspecified)
 : -0.5% | i | -2.6% | 2.7% | 16.0% | -0.4% | -1.5% | 4.8% | 6.8% | -21.2% | -1.4%
- Cc1ccccc1-c1nc(CS(=O)(=O)CC(=O)NCCCN2CCCC2=O)c(C)o1
 : -1.0% | x | -0.3% | -0.1% | x | -0.2% | -2.8% | 4.9% | 3.3% | 5.4% | 0.7%
- Cc1cc2n(n1)C(c1cn(-c3ccccc3)nc1C)Nc1ccccc1-2 (stereo unspecified)
 : -1.6% | 2.36e-07M* | -2.6% | -1.4% | 3.8% | 25.0% | 1.1% | 5.6% | 22.3% | -21.0% | -0.5%

Hits appear at their usual frequency; 16% or so of the library scored in one or more.
